14-3-3g Raf: 14-3-3 gamma protein interaction modulation | P61981 | FP, 14-3-3gamma / TMR-pS259-Raf peptide binding | inhibition, % at 40 µM | 160,000 compounds, 0.19% hits | AID 422; in the data active = inhibition above about 30%;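 also: 0% = protein plus tracer without compound and 100% = blank with tracer alone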
Target sequence (P61981 whole entry, looked up): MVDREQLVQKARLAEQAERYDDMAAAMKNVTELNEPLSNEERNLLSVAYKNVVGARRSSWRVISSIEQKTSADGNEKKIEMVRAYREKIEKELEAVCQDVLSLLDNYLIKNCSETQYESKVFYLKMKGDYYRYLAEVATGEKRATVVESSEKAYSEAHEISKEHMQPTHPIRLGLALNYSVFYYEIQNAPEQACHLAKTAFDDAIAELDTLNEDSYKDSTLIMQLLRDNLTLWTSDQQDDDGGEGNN
* hit, by the source's call; & = joins results of further samples.

SMILES | 14-3-3g Raf
COc1cc2c(cc1OC)CN(C(=O)COc1ccc(C)c(C)c1)CC2 | -8
CCOC(=O)C1CCCN(S(=O)(=O)N(C)C)C1 (configuration not stated) | 1
Cc1cc(NC(=O)CN(C)S(=O)(=O)c2cccs2)n[nH]1 | -4
O=C1CCCc2c1cc(C(=O)N1CCOCC1)c(=O)n2-c1ccc(Cl)cc1 | -10
CC(=O)Oc1oc(-c2ccccc2)nc1/C=N/c1ccccn1 | 4
Nc1ncnc(NCc2cccc(Cl)c2)c1[N+](=O)[O-] | -2
Cc1nc2sc(C(c3cccs3)N3CCN(Cc4ccccc4)CC3)c(O)n2n1 (configuration not stated) | -8
N/C(=N\O)C1COc2ccccc2O1 (configuration not stated) | 3
CCCCNC(=O)CN(C1CCCCC1)S(C)(=O)=O | -2
O=C(COc1ccccc1Cl)Nn1cnnc1 | -8
Nc1cccc2c1C(=O)N(CCCC(=O)O)C2=O | -5
Cc1cc(NC(=O)c2cc(C3CC3)on2)n(-c2ccccc2)n1 | -1
CN(C(=O)c1cccs1)c1ccccc1C(=O)O | -1
CN(C)C=NC1=NN(c2ccccc2)CC1 | -6
COC(=O)c1cccc(NC(=O)C2COc3ccccc3O2)c1C (configuration not stated) | -6
CCCCCSc1nc2n(n1)C(c1ccc(Cl)cc1)C1=C(CCCC1=O)N2 (configuration not stated) | 3
COc1ccc(C2/C(=C(/O)c3ccc(C)cc3)C(=O)C(=O)N2C)cc1 (configuration not stated) | 6
O=C(CSc1ccc2nnc(-c3cccnc3)n2n1)N1CCOCC1 | 0
CS(=O)(=O)Nc1ccc(C2=NN(S(=O)(=O)c3ccccc3)C(c3ccco3)C2)cc1 (configuration not stated) | -212
CCOC(=O)c1ccc2nc(C)cc(Nc3ccccc3OC)c2c1 | -20
O=[N+]([O-])c1ccc(N2CCOCC2)cc1N1CCCCC1 | -4
Cc1ccc(Nc2c(-c3ccc(C)cc3)nc3ccccn23)cc1 | 7
COc1cc(C2Nc3ccc4ncccc4c3C3=C2C(=O)CC(C)(C)C3)ccc1O (configuration not stated) | -6
CC1(C)CC(=O)c2sc(NS(=O)(=O)c3ccccc3)nc2C1 | -12
O=C(CN1C2=NCCCN2c2ccccc21)c1ccc(F)cc1 | 3
Nc1ccc2oc(-c3cccc4ccccc34)nc2c1 | -4&-13
COc1ccc(C(C)(C)C)cc1NC(=O)C1CC(=O)N(c2ccccc2)C1 (configuration not stated) | 2
COc1cccc2[nH]c3c(N4CCN(Cc5ccc6c(c5)OCO6)CC4)ncnc3c12 | -7
O=C(CSc1nc2c(c(=O)n1-c1ccc(F)cc1)SCC2)NCc1ccccc1 | 2
Cc1nnc(SC(=O)Cn2c3ccccc3c3ccccc32)s1 | 4
O=C(NCc1nnc(SCC(=O)N2CCCC2)o1)c1ccccc1F | 5
CCCc1cc(C(=O)NCc2ccc(OC)cc2)no1 | -3
CCOc1ccc(C(=O)Nc2ccc(-n3nncc3-c3ccccc3)cc2)cc1OCC | -17
CCn1cc(C(=O)N2CCc3ccccc3C2)c(=O)c2cc(S(=O)(=O)N3CCc4ccccc4C3)ccc21 | -6
Cn1c(=O)c2c(-c3ccc(C(C)(C)C)cc3)n(N3CCOCC3)cc2n(C)c1=O | -4
O=C(CCS(=O)(=O)c1cccc2nsnc12)Nc1ccc(F)cc1 | -4

Four compounds picked at random from those above, as already listed:
SMILES | 14-3-3g Raf
O=C(CN1C2=NCCCN2c2ccccc21)c1ccc(F)cc1 | 3
CCn1cc(C(=O)N2CCc3ccccc3C2)c(=O)c2cc(S(=O)(=O)N3CCc4ccccc4C3)ccc21 | -6
CCOc1ccc(C(=O)Nc2ccc(-n3nncc3-c3ccccc3)cc2)cc1OCC | -17
Cn1c(=O)c2c(-c3ccc(C(C)(C)C)cc3)n(N3CCOCC3)cc2n(C)c1=O | -4

(next part)
SMILES | 14-3-3g Raf
Cc1ccc(C(=O)NCCc2ccc(S(N)(=O)=O)cc2)cc1[N+](=O)[O-] | -1
CCc1ccccc1N1CC(C(=O)O)CC1=O (configuration not stated) | -11
CCC(=O)N/C(=N\c1nc(C)cc(C)n1)Nc1ccc(C)cc1 | 3
O=C(NCCc1ccccc1)C1CCCN(S(=O)(=O)c2cccs2)C1 (configuration not stated) | 0&-4
O=C(Nc1ccc(N2C(=O)C3C4C=CC(C4)C3C2=O)cc1)Nc1nncs1 (configuration not stated) | -4
CC1=C(C(=O)Nc2ccccn2)C(c2cccnc2)n2nnnc2N1 (configuration not stated) | 0
O=c1cc(-c2ccc(Cl)c(Cl)c2)[nH][nH]1 | -3
Cc1cc(C)c2c(n1)nn1c(N3CCN(c4cccc(Cl)c4)CC3)cc(C)nc21 | -13
CC1(C)CC(=O)C2=C(C1)OC(N)=C(C#N)C2C1C=CCCC1 (configuration not stated) | 10
O=C(NCc1ccco1)c1cccc2c1C(=O)N(C1CCCCC1)C2 | 2
CCC1CC2(C)NC(=O)c3c(sc4c3CC(C)(C)OC4)N2C1=O (configuration not stated) | 7
COc1ccc(CN2C(=O)c3cccnc3C2Nc2cc(Cl)c(OC)cc2OC)cc1 (configuration not stated) | -19

Entries above containing a furan ring, fused or not, in the order listed:
SMILES | 14-3-3g Raf
CS(=O)(=O)Nc1ccc(C2=NN(S(=O)(=O)c3ccccc3)C(c3ccco3)C2)cc1 (configuration not stated) | -212
O=C(NCc1ccco1)c1cccc2c1C(=O)N(C1CCCCC1)C2 | 2

Going on with the list:
SMILES | 14-3-3g Raf
Nc1c(C(=O)NCCc2ccccc2)sc(=S)n1-c1ccccc1 | 6
COCCNC(=O)c1c[nH]n2c(=O)c(Cc3ccc(Cl)cc3)c(C)nc12 | 3
COc1ccc(/C(O)=C2\C(=O)C(=O)N(CCCN3CCOCC3)C2c2ccc(Cl)cc2)cc1 (configuration not stated) | 0
OCC1NCC(O)C(O)C1O (configuration not stated) | -1
CCCCn1c(N)nc2ccccc21 | -2
CCNc1nc(C23CC4CC(CC(C4)C2)C3)cs1 | -6
COc1cc(OC)cc(-n2c(=O)c3sccc3n(CC(=O)C(C)(C)C)c2=O)c1 | 4
CCc1cccc(NC(=O)CN(C)S(=O)(=O)c2ccc(Br)s2)c1 | -7
CCN1CCCC1CN(Cc1cc2cc(C)cc(C)c2[nH]c1=O)C(=O)Nc1ccccc1OC (configuration not stated) | 1
Cc1cc(OCCSc2nc3ccccc3[nH]2)ccc1Cl | 2
CCCN(CCC(=O)Nc1ccccc1F)CC1CC1 | -5
COc1ccc(NC(=O)CSc2n[nH]c(C)c2[N+](=O)[O-])c(OC)c1 | -25

Some of the entries so far, with the structure last.
14-3-3g Raf,mol
6,Nc1c(C(=O)NCCc2ccccc2)sc(=S)n1-c1ccccc1
3,COCCNC(=O)c1c[nH]n2c(=O)c(Cc3ccc(Cl)cc3)c(C)nc12
0,COc1ccc(/C(O)=C2\C(=O)C(=O)N(CCCN3CCOCC3)C2c2ccc(Cl)cc2)cc1 (configuration not stated)

The list goes on.
SMILES | 14-3-3g Raf
COc1ccc(-c2csc(NC(=O)c3ccc(S(=O)(=O)N4CCc5ccccc5C4)cc3)n2)cc1 | -29
COc1cc(C(=S)N2CCCCC2)ccc1OC(=O)c1ccc(Br)cc1 | 3
Cc1c(C(c2ccc([N+](=O)[O-])o2)c2c(C)n(C)n(-c3ccccc3)c2=O)c(=O)n(-c2ccccc2)n1C | -11
COC(=O)C1=C(C(=O)c2ccccc2)C(c2ccc(F)cc2)n2nnnc2N1 (configuration not stated) | 3
CCOC(=O)c1ccc(NC(=O)C2(c3ccc(OC)c(OC)c3)CCCC2)cc1 | -5
CCCNC(=O)c1c[nH]c2ccc(S(=O)(=O)N3CCc4ccccc4C3)cc2c1=O | -6
C=CCn1c(SCn2nnc3ccccc3c2=O)nnc1C1CCCCC1 | -5
Cc1cc2c(Nc3ccc(C(C)C)cc3)ncnc2s1 | 3
Cc1ccc(N(C(=O)c2ccc(S(=O)(=O)N3CCOCC3)cc2)C2C=CS(=O)(=O)C2)cc1 (configuration not stated) | 1
Cc1ccc(Sc2cc(C(=O)NCc3ccccn3)c3ccccc3n2)cc1 | -2
Cn1nc(-c2ccccc2F)c2cc(C(=O)N3CCN(C(=O)c4ccco4)CC3)sc21 | 7
COC(=O)c1ccc2c(=O)n3c(nc2c1)SCC(c1ccccc1)=N3 | -2

Part of the list above in order of heavy-atom count, falling.
SMILES | 14-3-3g Raf
CCCNC(=O)c1c[nH]c2ccc(S(=O)(=O)N3CCc4ccccc4C3)cc2c1=O | -6
COC(=O)C1=C(C(=O)c2ccccc2)C(c2ccc(F)cc2)n2nnnc2N1 (configuration not stated) | 3
COC(=O)c1ccc2c(=O)n3c(nc2c1)SCC(c1ccccc1)=N3 | -2

Continuation.
SMILES | 14-3-3g Raf
Cn1cc(CC(=O)NCCN2CCOCC2)c2ccccc21 | -12
CC1(C)NC(=O)N(CCCCOc2ccc3c(c2)CCC3)C1=O | -7
Cc1occc1-c1nnc(SCC(=O)NCc2ccco2)n1CC(C)C | -4
Cc1ccc(NS(=O)(=O)c2ccc3nc(-c4ccccc4)[nH]c3c2)cc1C | -16
CC(=O)OCCNc1cc(SC2CCCCC2)c2nonc2c1[N+](=O)[O-] | 6
CC(=O)Nc1cc2c(cc1C(=O)c1ccc(C)cc1)OCCO2 | 4
Cc1cccc(-c2noc(-c3ccc(C)c(Cl)c3)n2)c1 | -2
O=C(O)COc1cccc2nsnc12 | -6
N#CCCNCC1(c2ccccc2)CCCC1 | -6&-5
Cc1ccc(C2/C(=C(\O)c3c(C)nc4ccccn34)C(=O)C(=O)N2CCCN(C)C)o1 (configuration not stated) | 1
CCOCCOC(=O)C1=C(C)NC(=O)NC1c1ccc(OC)cc1 (configuration not stated) | -3
COc1ccc(N2C(=O)CC(Sc3n[nH]c(-c4cccc(C)c4)n3)C2=O)cc1 (configuration not stated) | -23
COc1ccc(-n2nnnc2SCC(=O)N2C(C)CCCC2C)c(OC)c1 (configuration not stated) | -2
CCOc1ccc(C2=NN3C(C2)c2cccc(OC)c2OC3c2ccc(SC)cc2)cc1 (configuration not stated) | -1
O=C(NC1CCCCC1)C(c1ccco1)N(Cc1ccco1)C(=O)c1ccco1 (configuration not stated) | -1
COc1cc2c(cc1OC)C(C(=O)Nc1ccc(Oc3ccccc3)cc1)C(c1ccccc1F)N(C)C2=O (configuration not stated) | -4
Cc1cc(C)nc(N2CCC(C(=O)NCCc3ccccc3)CC2)n1 | -4
Cc1cc(C)c2nc(SCC#N)cc(C)c2c1 | -3
Cc1ccc(C)c2[nH]c(=O)c(CCNC(=O)CC(C)(C)C)cc12 | -2
Cc1ccc(NC(=O)c2cc(S(=O)(=O)NC3CCCCC3)ccc2F)cc1C | 0
Cc1cc(C)[n+]2c(n1)sc1ccccc12 | -143
Cc1noc(C)c1COC(=O)CCCc1c[nH]c2ccccc12 | -33
Cc1ccc(NC(=O)c2cncc(Br)c2)c(O)c1 | -2
CCCN1CCN(C(=O)c2cn(C)c(=O)c3cc(OC)c(OC)cc23)CC1 | -1
O=C(c1ccc2c(c1)[nH]c(=S)n1c3ccccc3nc21)N1CC=C(c2ccccc2)CC1 | -18
CC(C)c1ccc(NS(=O)(=O)c2ccc3[nH]cc(C(=O)N4CCC(C(N)=O)CC4)c(=O)c3c2)cc1 | -14&-10
O=C(O)CCc1[nH]c2ccccc2c1Sc1ccccc1 | 1
Cc1ccc(NC(=O)C2C3C=CC4(O3)C2C(=O)N(Cc2cccs2)C4C(=O)NC2CCCCC2)cc1 (configuration not stated) | -2
O=C(Cn1ccc2ccccc2c1=O)NCC(=O)NC1CCCCCC1 | -11
Cc1ccccc1C(=O)Nc1cccc(NC(=O)c2ccc(-c3cccc([N+](=O)[O-])c3)o2)c1 | -40
Cc1ccc(N(C(=O)c2cccc(N)c2)c2ccc3ccccc3c2)cc1 | -26
CCOC(=O)c1ccc2ncc(C(=O)OCC)c(Nc3cc(Cl)ccc3OC)c2c1 | -16
COc1ccccc1NC(=O)c1ccc(F)c([N+](=O)[O-])c1 | -7
CCN(CCCNC(=O)Cn1c(=O)[nH]c2ccccc2c1=O)c1ccccc1 | -4
Clc1ccc(-c2ccc(-c3nc4ccccc4o3)o2)cc1 | -22
Cc1ccsc1CN1CCN(c2ccccn2)CC1 | 0
O=C1c2ccc([N+](=O)[O-])cc2C(=O)N1CCCCCCN1C(=O)c2ccc([N+](=O)[O-])cc2C1=O | 8
COc1ccc2[nH]c(=O)c(CN(C)C(=O)C3CCCCC3)cc2c1 | -1
Cc1cc(NC(=O)COc2ccc(Cl)cc2)nc2c1c(=O)oc1ccccc12 | -32
CN(Cc1ccccc1)S(=O)(=O)c1ccc(S(=O)(=O)N2CCN(CCC#N)CC2)cc1 | 1
O=C(Oc1nsnc1N1CCOCC1)N1CCOCC1 | 2
CCCN(c1ccc(C(C)C)cc1)S(=O)(=O)c1ccc2c(c1)CCN2C(C)=O | -7
O=C(OCc1nc2c(ccc3ccccc32)[nH]1)c1ccc([N+](=O)[O-])cc1 | -1
Cc1nc(SCC(=O)c2cc3ccccc3oc2=O)c(C#N)c(C)c1C | 6
COc1ccc(-c2cc(=O)oc3c(C)c4occ(C)c4cc23)cc1 | 3
COc1cccc(CNC(=O)CCn2c(=S)oc3ccccc32)c1 | -7
O=C1c2ccccc2C(=O)N1Cc1ccc2c(c1)OCO2 | -5
CC1(C)Cc2c(c(-c3ccccc3)[nH]c(=O)c2C#N)CO1 | 5
CCOc1ccc2c(c1)C(=C1SC(C(=O)OC)=C(C(=O)OC)S1)C(=S)C(C)(C)N2C(=O)CC(C)C | -1
CCNc1c(N)c(=O)oc2ccccc12 | 6
Cc1cc(C)nc(CC(N)=O)n1 | 5
COc1cc2c(C#N)c(N3CCCCC3)nc(N)c2c(N)n1 | -10
O=C(O)CCCN1C(=O)c2ccc(C(=O)O)cc2C1=O | 2
CSc1nsc(SC)c1C(=O)O | 12
Cc1cc(C)n(-c2nc(C)nc3sc4c(c23)CCC(C)C4)n1 (configuration not stated) | -6&-5
O=C(Cn1c(=O)n(Cc2ccccc2)c(=O)c2ccccc21)c1ccc(Br)cc1 | -18

The list is partial (hit frequency here may not be typical).
